USP2a inh = USP2a (human) protease inhibition. O75604. USP2 core, Ub-CHOP2 coupled fluorogenic reporter, 485/531. Potency, µM (highest dose often 38.3 µM), for the others: at the highest dose activity change, negative = inhibition, hits mostly inhibitors. 330,000 tested, 0.01% active. AID 463254;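 note: potency is the fitted concentration of half-maximal effect; plate controls were DMSO wells for no effect and full inhibition by NEM control for full effect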
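USP2 core (10nM final) preincubated 30min RT with compound in 20mM Tris-HCl pH 8.0, 2mM CaCl2, 2mM beta-mercaptoethanol, 0.05% CHAPS; 25nM Ub-CHOP2 plus 25nM reporter substrate added, fluorescence (Ex485/Em531) read after 60min.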
MBNL1 CUG block = inhibitors of human MBNL1 binding to CUG repeat RNA; Q9NR56; TR-FRET MBNL1-His/biotin-(CUG)12 binding, 665/545 ratio; Potency, µM (titrated, usually from 57.5 µM), for inactives: at the top dose activity change, negative = inhibition, hits mostly inhibitors; 280,000 tested, 0.036% active; AID 2675; active = well fitted inhibition curve with a large enough effect in the signal ratio, with a control signal flat, not every such curve was filed as active; inconclusive = small, poorly fitted or top-dose-only effect, or effect the other way, or a change in a side signal; inactive = no such curve, though single readings can be large or run the other way; the % refers to the signal ratio; note: potency is the fitted concentration of half-maximal effect; % is set by controls: 0 for no effect and ±100 for the full control effect
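TR-FRET readout: Ex 340 nm, 665/545 nm emission ratio, normalized to buffer-only (basal) and MBNL1-(CUG)12 controls. Complex of MBNL1-His with Biotin-(CUG)12, compounds 92 nM–58 uM, incubated 60 min at room temperature.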
Eya2 inh = Eya2 (human) phosphatase inhibition | recombinant Eya2, OMFP fluorescence dephosphorylation (OMFP is methylfluorescein phosphate) | Potency, µM (titrated, usually from 76.9 µM), inactives show at the top dose activity, negative = inhibition, actives largely listed as inhibitors | AID 488837 | O00167 | 330,000 tested, 0.006% active; note: potency is the fitted concentration of half-maximal effect; % is set by controls: 0 for no effect and ±100 for the full control effect
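Eya2 protein (added as 0.2 uM solution) was preincubated with compound for 10 min at ambient temperature in 50 mM HEPES pH 7.5, 50 mM NaCl, 5 uM MgCl2, 0.05% BSA, 1 mM DTT. OMFP (added at 50 uM) then reacted 10 min; fluorescence read at 485/525 nm.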
PKM2 activator = increases activity of human pyruvate kinase M2; P14618; purified PKM2, Kinase-Glo ATP luminescence, activation; response scale: 0% is enzyme alone, no compound; Potency, µM (highest dose often 57.5 µM), for inactives: top-dose activation, hits mostly activators; 260,000 tested, 0.34% active; AID 1631; note: potency is the fitted concentration of half-maximal effect; % is set by controls: 0 for no effect and ±100 for the full control effect; nearly all actives have a fitted effect of over 55% in size
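ATP formation by purified human PK-M2, quantified via coupled luciferase luminescence after 1 h at room temperature with 0.1 mM ADP and 0.5 mM PEP final.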
GALK inh = blocks human galactokinase activity; AID 1868; Potency, µM (top dose mostly 57.5 µM), inactives show at the highest dose activity change, negative = inhibition, most hits filed as inhibitors; Purified GALK, Kinase-Glo residual ATP luminescence; 270,000 tested, 0.007% active; note: potency is the fitted concentration of half-maximal effect; % is set by controls: 0 for no effect and ±100 for the full control effect
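ATP-depletion format; final 35 uM ATP, 100 uM D-galactose, 5 nM enzyme; pH 8.0 HEPES/Mg2+ buffer; 60 min RT; luminescence read 10 min after detection reagent.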
S-ASM inh = blocks human secretory acid sphingomyelinase; P17405; placental ASM, HMU-PC fluorogenic substrate, 60 min; Potency, µM (series often up to 57.5 µM), inactives show at the highest dose activity change, negative = inhibition, most hits filed as inhibitors; 340,000 tested, 0.006% active; note: potency is the fitted concentration of half-maximal effect
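qHTS format. ASM enzyme prepared from human placenta hydrolyses the fluorogenic substrate HMU-PC0 (9 uM final) over 60 min at 37 °C after a 10 min compound preincubation.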
hERG WT inh = blocks the wildtype human KCNH2 potassium channel | U2OS, BacMam KCNH2, thallium flux FluxOr; active compounds read low | activity change, % at 1.84 µM | 340,000 tested, 0.37% active | AID 720551;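 active = maximum activity change below -70%; inconclusive = maximum activity change between -70% and -50%; inactive = maximum activity change above -50%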; note: % is set by controls: 0 for no effect and ±100 for the full control effect
Target sequence (Q12809 whole entry, looked up): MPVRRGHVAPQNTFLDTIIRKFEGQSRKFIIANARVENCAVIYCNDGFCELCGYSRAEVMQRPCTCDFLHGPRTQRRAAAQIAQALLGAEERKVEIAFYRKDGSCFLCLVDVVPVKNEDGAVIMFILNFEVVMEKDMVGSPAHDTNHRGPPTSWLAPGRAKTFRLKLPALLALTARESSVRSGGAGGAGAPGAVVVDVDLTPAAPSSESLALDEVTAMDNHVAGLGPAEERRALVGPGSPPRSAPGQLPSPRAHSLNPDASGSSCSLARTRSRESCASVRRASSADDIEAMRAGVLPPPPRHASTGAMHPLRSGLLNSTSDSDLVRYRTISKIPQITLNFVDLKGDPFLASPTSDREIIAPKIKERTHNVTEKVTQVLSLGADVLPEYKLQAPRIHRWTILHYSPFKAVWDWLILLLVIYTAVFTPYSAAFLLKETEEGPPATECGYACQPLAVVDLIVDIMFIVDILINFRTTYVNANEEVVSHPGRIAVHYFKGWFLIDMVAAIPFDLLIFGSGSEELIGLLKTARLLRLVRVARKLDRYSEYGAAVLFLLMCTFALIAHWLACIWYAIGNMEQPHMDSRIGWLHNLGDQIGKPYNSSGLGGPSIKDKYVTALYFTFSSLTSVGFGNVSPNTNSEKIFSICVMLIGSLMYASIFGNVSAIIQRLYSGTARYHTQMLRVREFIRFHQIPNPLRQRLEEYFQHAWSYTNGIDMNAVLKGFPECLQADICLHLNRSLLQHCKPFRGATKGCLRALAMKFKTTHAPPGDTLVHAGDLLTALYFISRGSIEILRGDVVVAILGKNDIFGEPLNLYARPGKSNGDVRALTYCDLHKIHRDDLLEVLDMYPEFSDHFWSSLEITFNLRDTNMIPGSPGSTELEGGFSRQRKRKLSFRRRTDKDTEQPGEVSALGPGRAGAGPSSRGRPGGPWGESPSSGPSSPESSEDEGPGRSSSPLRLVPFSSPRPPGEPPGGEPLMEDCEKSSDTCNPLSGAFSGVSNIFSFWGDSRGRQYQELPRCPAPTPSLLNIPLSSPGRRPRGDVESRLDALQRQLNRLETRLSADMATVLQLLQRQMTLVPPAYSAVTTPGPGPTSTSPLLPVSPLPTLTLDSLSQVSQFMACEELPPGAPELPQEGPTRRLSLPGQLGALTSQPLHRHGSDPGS
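U2OS cells were transduced with wild-type KCNH2 virus (2.03 x 10^8 / mL) for 4 h at room temperature, then cultured overnight at 37 C. Thallium flux was read with FluxOr dye. Rate constants were normalized to DMSO controls.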
Chronic BCR inh = chronic active BCR signaling inhibition | ABC-DLBCL IkBa-CBG/CBR reporter, luminescence ratio, 4 h | Potency, µM (doses to about 46.1 µM), inactives show top-dose ratio change, negative = lower green/red ratio, hits mostly inhibitors | 340,000 tested, 0.05% active | AID 493014; active = well fitted inhibition curve with a large enough effect in the signal ratio, with a control signal flat, not every such curve was filed as active; inconclusive = small, poorly fitted or top-dose-only effect, or effect the other way, or a change in a side signal; the % refers to the signal ratio;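 note: potency is the fitted concentration of half-maximal effect; plate controls were basal doxycycline-induced cells for no effect and cells given 10 µM MG132 for full effect; MG132 reads +100%, hits lower the ratio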
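Cell line TMD8 (human ABC DLBCL), stably expressing tet-inducible CBG68-IkBa fusion and CBR; IMDM/0.5% FBS; cpd up to 46 uM; dox induction, 4 h, 37C/5% CO2; dual luminescence; green/red ratio; MG132 control.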
Mito fusion yeast = blocks mitochondrial division or promotes mitochondrial fusion. 320,000 tested, 0.23% active. Potency, µM (titrated, usually from 46.1 µM), without a hit: at the top dose growth rescue (activation), actives largely listed as activators. S. cerevisiae fusion-defective mutant growth rescue, CellTiterGlo 48 h. AID 485298;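 note: potency is the fitted concentration of half-maximal effect; % of control where 0% means no effect; nearly all actives have a fitted effect of over 45% in size; temperature-sensitive fusion mutants such as fzo1-1 at 37 °C on non-fermentable ethanol glycerol medium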
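Read-out: ATP-based luminescence (CellTiterGlo, 10 min ambient) reporting growth of fusion-defective ts yeast after 48 hours at 37C on glycerol/ethanol YPEG medium in the presence of compound.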
TSHR antag = antagonists of human thyroid stimulating hormone receptor; P16473; TSHR-expressing cells, TSH-stimulated cAMP HTRF, 2 h; active compounds read low; activity change, negative = inhibition, % at 11.5 µM; 330,000 tested, 0.2% active; AID 504810;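 active = activity change below a set negative limit, meaning inhibition stronger than a set level, cut at about -70% in these data; inconclusive = activity change between two set negative limits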; note: % is set by controls: 0 for no effect and ±100 for the full control effect
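Competitive HTRF cAMP read-out (cryptate anti-cAMP antibody, cAMP-d2; 30 min, room temperature) in freshly harvested TSHR cells. Compounds added before TSH at EC80 (4nM final), followed by 2 hours' incubation at 37 deg C.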
Menin-MLL TR inh = menin-MLL binding inhibition, Texas Red mutant peptide. Potency, µM (series often up to 61.6 µM), without a hit: top-dose FP activity change, negative = inhibition, most hits filed as inhibitors. 270,000 tested, 0.23% active. O00255. Menin + Texas Red MLL mutant peptide, fluorescence polarization; active = well fitted inhibition curve with a large enough effect in the polarisation, with a control signal flat, not every such curve was filed as active; inconclusive = small, poorly fitted or top-dose-only effect, or effect the other way, or a change in a side signal; inactive = no such curve, though single readings can be large or run the other way; the % refers to the polarisation; note: potency is the fitted concentration of half-maximal effect; % of control where 0% means no effect; many of its hits are not listed in these tables
Starred values were filed as active, the others as inactive; ? = inconclusive; / = not tested or not shown; & = joins results of further samples. Unless noted, calls come from the whole dose curve; as a rule, active = well fitted curve in the direction sought with a large enough effect; inconclusive = small, poorly fitted or top-dose-only effect, or another doubt; inactive = no such curve, though single readings can be large; an effect the other way counts as inactive or inconclusive. Not all compounds are listed. The share of hits here may be higher or lower than overall.

SMILES	USP2a inh	MBNL1 CUG block	Eya2 inh	PKM2 activator	GALK inh	S-ASM inh	hERG WT inh	Chronic BCR inh	Mito fusion yeast	TSHR antag	Menin-MLL TR inh
COc1cnc(SCC(=O)O)[nH]c1=O	1.6%	2.2%	0.1%	2.2%	-0.6%	8.3%	-3.3	-4.8%	-0.3%	-10.2	-12.9%
Cc1c(Cl)cccc1NC(=O)CCN1C(=O)NC(C)(C)C1=O	-0.4%	/	13.2%	/	/	0.5%	-1.4	-5.2%	-7.1%	-2.7	/
CCOC(=O)N1CCN(C(=O)/C(=C/c2cccs2)NC(=O)c2cccs2)CC1	-1.3%	-5.2%	1.3%	21.9%	0.0%	4.0%	1.3	?	1.6%	14.1	-9.0%
O=C1C2C3C=CC(C3)C2C(=O)N1c1cccnc1 (stereo not drawn)	/	-6.8%	/	0.7%	0.8%	0.1%	2.5	/	-0.1%	/	-0.7%
Cc1cccc(C(=O)NC(C)C(=O)NC(c2nc3ccccc3[nH]2)C(C)C)c1 (stereo not drawn)	0.6%	/	8.7%	/	/	1.2%	-1.4	7.3%	3.0%	-1.4	/
CCOc1ccc(C(=O)NC(=S)Nc2cccc(NC(=O)c3ccco3)c2)cc1[N+](=O)[O-]	1.7%	-1.5%	4.4%	-15.4%	-5.7%	-9.0%	0.6	-10.1%	-0.1%	-6.8	?
O=C(CCc1ccccc1)c1ccc2c(c1)OCCCO2	-1.0%	-0.9%	3.3%	-12.6%	0.3%	-5.9%	-0.1	?	6.9%	-6.6	0.3%
CC1CCN(S(=O)(=O)c2ccc(S(=O)(=O)NCc3ccccc3)cc2)CC1	2.2%	4.9%	11.5%	6.8%	0.2%	-0.8%	-8.5	-4.1%	-2.8%	-0.6	/
CC1(C)CC(C)(c2ccc(O)cc2O)N(c2ccc3ccccc3c2)C(=S)N1 (stereo not drawn)	0.3%	15.7%	-13.2%	-0.9%	-2.0%	-1.8%	-0.3	?	0.3%	-6.1	7.6%
CCCCc1cc(=O)oc2cc(OCC(=O)N(CC)CC)c(Cl)cc12	-6.5%	-2.5%	-8.2%	-11.2%	0.9%	-1.8%	1.5	8.4%	18.8%	5.5	-5.1%
CCOc1ccc(OCC)c(NC(=O)CNS(=O)(=O)c2cccs2)c1	2.5%	3.7%	-22.0%	3.6%	3.3%	0.0%	7.7	0.0%	-2.3%	-0.9	-2.3%
CCN(C(=O)Cn1c(Cl)nc2c1c(=O)n(C)c(=O)n2C)C1CCCCC1	8.5%	/	-22.2%	/	/	1.5%	1.0	-0.2%	/	/	/
O=C1C=C(c2cc3ccccc3o2)C[C@@H](c2ccc(F)cc2)C1	-0.3%	/	5.0%	/	/	-4.2%	1.4	?	26.2%	-18.9	/
CCc1cc(=O)oc2cc(OCC(=O)N3CCc4ccccc43)ccc12	0.1%	-1.2%	-5.6%	-1.8%	-1.3%	/	/	-1.8%	0.9%	-10.0	-0.3%
O=C(CN1CCOCC1)NNC(=S)Nc1ccccc1	-0.9%	-7.1%	-2.4%	4.2%	0.6%	3.6%	4.8	-1.2%	3.7%	-23.4	-20.1%
Cc1ccc(C(=O)n2c3ccccc3c3ccccc32)cc1	1.4%	11.8%	3.6%	-5.1%	-0.6%	-8.7%	-13.7	2.1%	5.2%	-9.0	/
C=CCOC(=O)C1=C(C)N=C2SCCC(=O)N2C1/C=C/c1ccccc1 (stereo not drawn)	-9.1%	5.0%	-12.9%	-3.7%	7.9%	0.3%	/	?	-0.3%	40.2	4.5%
Cc1ccc(C(C)C)cc1OCCOCCN1CCCC1	5.0%	-2.5%	-9.0%	8.7%	-0.7%	-2.6%	25.9	?	-0.5%	4.1	-29.6%
CCC1Sc2ccc(S(=O)(=O)CCC(=O)Nc3ccc(C(=O)OC)cc3)cc2NC1=O (stereo not drawn)	0.3%	-3.6%	10.3%	/	5.8%	-5.6%	-10.4	-5.1%	11.4%	-8.2	16.7%
O=C(NCCO)c1ccc2[nH]c3ccccc3c2c1	2.2%	-1.2%	-5.4%	-1.1%	-0.2%	3.2%	3.9	?	-5.8%	20.3	9.9%
CCCCCCCOC(=O)c1ccc(OC(=O)c2cccnc2)cc1	-1.5%	-7.6%	-24.0%	25.8%	-0.3%	-6.3%	-7.5	?	23.4%	-5.4	?
Cc1c(Cl)cccc1NC(=O)NCc1cccnc1	-0.1%	-3.4%	-23.8%	1.4%	5.6%	3.6%	0.0	7.4%	-0.4%	23.8	8.5%
Cc1ccc(C(=O)N(C)CC(=O)Nc2cccc(C)c2C)o1	?	-10.7%	0.2%	/	0.4%	5.6%	-0.7	-0.7%	8.5%	-1.2	?
O=C(NCC(c1ccco1)N1CCc2ccccc2C1)C(=O)Nc1ccccc1F (stereo not drawn)	-2.8%	/	8.1%	/	/	0.9%	3.8	?	8.0%	-13.2	/
COc1ccc(OC)c(-n2c(=S)[nH]c3cc(C(=O)N4CCN(c5ccccc5)CC4)ccc3c2=O)c1	0.9%	/	2.8%	0.8%	0.6%	-17.5%	2.5	5.6%	-8.4%	-0.7	0.4%
COc1ccc(/C=C/c2nc(-c3ccccc3O)n(-c3ccccc3)n2)cc1	0.3%	-10.9%	7.1%	-4.3%	-0.6%	-17.0%	4.1	-6.9%	-0.5%	-18.6	-3.6%
CCOc1ccc(N(CC(=O)NCc2ccc(C)cc2)S(=O)(=O)c2c(C)[nH]c(=O)[nH]c2=O)cc1	4.6%	-1.1%	-0.2%	/	-6.0%	-8.5%	3.1	?	0.2%	5.0	/
CCc1ccc(-c2csc(-c3c[nH]c4ccccc34)n2)cc1	-1.1%	-4.4%	-6.3%	-0.1%	-5.6%	-14.6%	-11.0	?	29.9%	8.6	?
COC(=O)[C@@]1(Cc2ccc(F)cc2)[C@H]2c3cc(C(=O)N(C)C)n(Cc4c(CO)[nH]cc(C)c4=O)c3C[C@H]2CN1C(=O)c1ccccc1	0.1%	10.1%	4.6%	4.4%&-3.8%	/	1.3%	-2.2	-0.9%	2.6%	1.7	-8.3%&1.7%
COC(=O)NC(NC(=S)Nc1cccc(C)c1)C(Cl)(Cl)Cl (stereo not drawn)	0.9%	5.1%	-1.5%	0.7%	1.5%	-3.4%	1.3	-2.5%	-4.0%	1.1	22.3%
CCCOc1ccc(CSc2n[nH]c(C)n2)cc1	3.3%	-7.3%	?	-7.3%	-1.8%	1.0%	7.8	1.0%	23.1%	-4.5	/
NC(=O)c1sc2cc(C(F)(F)F)cnc2c1-c1ccccc1	1.2%	0.8%	0.3%	3.0%	0.9%	2.0%	-3.8	?	7.0%	0.9	3.3%
CCC(=O)Nc1ccc(C(=O)NNC(=O)c2ccccc2)cc1	1.6%	-17.4%	-13.9%	-18.7%	1.9%	-2.4%	8.2	12.2%	0.6%	-9.9	14.0%
Cc1cc(Oc2ccc(=O)n(C)n2)nc(SCc2ccccc2)n1	-3.9%	2.8%	10.8%	/	10.2%	0.0%	-2.2	-20.1%	13.1%	-0.8	-0.3%
Cc1cc(=O)n2nc(-c3ccccc3)sc2n1	1.0%	-6.2%	9.4%	1.7%	2.8%	2.6%	-6.9	?	2.8%	5.3	-13.5%
O=C(NC1CCCC1)C1c2ccccc2C(=O)N1CCCN1CCOCC1 (stereo not drawn)	0.1%	-13.3%	7.5%	5.4%	/	3.2%	3.1	5.6%	-2.9%	10.1	9.0%
Cc1cc(=O)[nH]c(N/N=C/c2ccccc2C(F)(F)F)n1	2.1%	-1.4%	-3.6%	1.8%	-3.3%	-5.5%	2.0	1.6%	2.6%	5.3	0.4%
CC(=O)Nc1ccc(NC(=O)CSc2nnc(-c3ccc4c(c3)OCO4)o2)cc1	1.0%	/	-44.9%	/	/	4.0%	0.7	0.1%	/	8.6	/
CC(C)CCOCC(O)CCC(=O)NNC(=S)Nc1ccccc1 (stereo not drawn)	3.7%	-4.9%	-20.7%	0.4%	0.1%	1.5%	/	11.5%	-7.7%	-2.2	2.3%

High-throughput results deposited in PubChem by National Center for Advancing Translational Sciences (NCATS).
